# ssDAF12 agonist: S. stercoralis DAF-12 nuclear receptor activators, primary screen, cell-based, luminescence, HEK293, GRIP1 co-expression, lit1-tk-luc | Nuclear hormone receptor DAF-12 (Strongyloides stercoralis) | HEK293 ssDAF-12/GRIP1 lit1-tk-luc reporter; % of 3 µM dafachronic acid response | activation, % at 6.8 µM | 370,000 tested, 1% active;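 active = activation above the mean over all tested compounds plus 3 SD, cut at about 0.9% in these data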;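 note: 0% = DMSO-only wells and 100% = 3 µM delta7-dafachronic acid wells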
# GC-B act: human GC-B receptor activators, primary screen, HEK293 GC-B cells, cGMP TR-FRET, EC30 CNP; Atrial natriuretic peptide receptor 2 (Homo sapiens), P20594; 0% at EC30 CNP, 100% saturating CNP; activation, % at 10 µM; 370,000 tested, 0.11% active; AID 1920062, 2024;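 active = activation at 10 µM reaching about 35% in either raw or pattern-adjusted values, limit read from the data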
# sPLA2-III inh: human group III sPLA2 inhibitors, primary screen, biochemical, QFRET, BODIPY PC-A2 liposome substrate; inhibition, % at 12.2 µM; QFRET BODIPY PC-A2 liposome hydrolysis, fluorescence; 370,000 tested, 0.56% active; Group 3 secretory phospholipase A2 (Homo sapiens), Q9NZ20;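 active = inhibition above mean plus 3 SD of compounds lying within the high and low control bounds, cut at about 19% in these data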;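 note: 0% = median of test compound wells and 100% = no enzyme DMSO wells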
# hgDAF12 agonist: H. glycines DAF-12 receptor agonists, primary screen, cell-based, luminescence, HEK293, GAL4 fusion, UAS-luciferase; Nuclear hormone receptor DAF-12 (Heterodera glycines), GAL4 fusion; HEK293 GAL4-hgDAF12 UAS-luciferase reporter, agonist luminescence; normalized to butyrate control; activation, % at 6.8 µM; 370,000 tested, 1.8% active; AID 687014, 2013;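 active = activation above a cutoff set at the mean of all screened compounds plus 3 SD, cut at about 10% in these data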;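 note: 0% = DMSO wells and 100% = sodium butyrate wells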
# ADAM10 inh: human ADAM10 inhibitors, primary screen, biochemical, QFRET, HTS. AID 720582, 2013. Disintegrin and metalloproteinase domain-containing protein 10 (Homo sapiens), O14672. inhibition, % at 7 µM. recombinant ADAM10, EDANS/DABCYL FRET peptide cleavage, 3 h. 370,000 tested, 0.62% active;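 active = inhibition above a per-campaign cutoff equal to the mean of compounds falling between control-based bounds plus 3 SD, cut at about 20% in these data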;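 note: 0% = DMSO wells while the 100% control is not disclosed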
# Target sequence (O14672 214-748 limits assumed): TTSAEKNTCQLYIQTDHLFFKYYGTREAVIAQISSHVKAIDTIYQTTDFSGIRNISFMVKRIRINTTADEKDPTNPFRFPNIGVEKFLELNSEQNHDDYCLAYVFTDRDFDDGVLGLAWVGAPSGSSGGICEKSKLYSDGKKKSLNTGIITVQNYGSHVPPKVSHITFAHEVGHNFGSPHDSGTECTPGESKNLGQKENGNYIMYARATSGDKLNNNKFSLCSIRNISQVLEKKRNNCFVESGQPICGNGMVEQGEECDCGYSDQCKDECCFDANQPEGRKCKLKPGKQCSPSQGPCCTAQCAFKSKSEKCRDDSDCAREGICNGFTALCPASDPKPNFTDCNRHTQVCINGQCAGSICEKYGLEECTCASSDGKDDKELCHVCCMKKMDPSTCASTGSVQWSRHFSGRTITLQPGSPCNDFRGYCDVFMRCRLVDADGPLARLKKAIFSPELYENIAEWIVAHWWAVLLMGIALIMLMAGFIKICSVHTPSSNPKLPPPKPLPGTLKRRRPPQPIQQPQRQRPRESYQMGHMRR
# DAX1 inh-1: DAX1 (NR0B1) inhibitors, primary screen, cell-based, HEK293, Gal4-DAX1, luciferase luminescence; Nuclear receptor subfamily 0 group B member 1 (Homo sapiens), P51843; HEK293 Gal4-DAX1 luciferase reporter; inhibition, % at 6.75 µM; 340,000 tested, 0.99% active; AID 504766, 2011;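 active = inhibition above the mean over all tested compounds plus 3 SD, cut at about 4.2% in these data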;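 note: 0% = DAX1-transfected cells with DMSO and 100% = empty-vector control cells with DMSO; inhibition shows as a rise in luminescence from relieved DAX1 repression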
# Target sequence (P51843 207-470 limits assumed): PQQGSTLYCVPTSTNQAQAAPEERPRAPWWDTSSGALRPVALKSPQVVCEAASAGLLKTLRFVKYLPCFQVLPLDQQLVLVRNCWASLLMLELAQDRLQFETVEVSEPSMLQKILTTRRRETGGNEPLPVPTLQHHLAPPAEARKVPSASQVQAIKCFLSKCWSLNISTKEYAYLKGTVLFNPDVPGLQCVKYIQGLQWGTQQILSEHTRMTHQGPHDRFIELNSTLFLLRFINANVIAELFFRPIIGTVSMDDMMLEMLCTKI
# DAX1 inh-2: DAX1 (NR0B1) inhibitors on StAR promoter, primary screen, cell-based, luminescence, SF-1 (NR5A1), full-length DAX-1 | HEK293T StAR-luciferase reporter, SF-1/DAX-1 repression relief | inhibition, % at 6.8 µM | 370,000 tested, 1.1% active | AID 652010, 2013;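 active = inhibition above the mean over all tested compounds plus 3 SD, cut at about 3.6% in these data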;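 note: 0% = DAX-1 cells with DMSO and 100% = cells lacking DAX-1 with DMSO; higher inhibition means more luminescence from relief of DAX-1 repression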
# SMARCA2 act: SMARCA2 (BRM) function activators, primary screen, cell-based, luminescence, high throughput. AID 652017, 2013. MG213 cells, MMTV-luciferase reporter, dexamethasone, overnight. 370,000 tested, 1% active. activation, % at 9.1 µM; in the data active = activation above about 7.8%;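 note: 0% = vehicle wells and 100% = reference activator wells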
# FXN GAA850 act: FXN promoter activators, primary screen, cell-based, luciferase luminescence, HEK293 lucGAA850; HEK293 lucGAA850 FXN promoter luciferase reporter, 24 h; percent of 10 µM SAHA response; activation, % at 6 µM; 360,000 tested, 0.56% active;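 active = activation above the average of all compounds screened plus 3 SD, cutoff fixed separately per campaign, cut at about 7.5% in these data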;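 note: 0% = DMSO wells and 100% = 10 µM SAHA wells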
# hcDAF12 agonist: H. contortus DAF-12 nuclear receptor activators, primary screen, cell-based, luminescence, HEK293, lit1-tk-luc reporter. HEK293 hcDAF-12 lit1-tk-luc reporter; 0% DMSO, 100% Δ7-dafachronic acid. activation, % at 6.8 µM. 370,000 tested, 1.4% active;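 active = activation above the mean of all tested compounds plus 3 SD, cut at about 5.5% in these data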;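 note: 100% = response to 3 µM Δ7-dafachronic acid high control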
# GC-A act: GC-A stimulated cGMP production enhancers – HEK293 GC-A cells, cGMP TR-FRET, EC30 ANP, primary screen | activation, % at 10 µM | Atrial natriuretic peptide receptor 1 (Homo sapiens), P16066 | 0% at EC30 ANP, 100% saturating ANP | 370,000 tested, 0.14% active; in the data active = activation above about 40%
# * hit, by the source's call; / = no result given. Not a hit list; overall some 6.6% were active at least once.
SMILES,ssDAF12 agonist,GC-B act,sPLA2-III inh,hgDAF12 agonist,ADAM10 inh,DAX1 inh-1,DAX1 inh-2,SMARCA2 act,FXN GAA850 act,hcDAF12 agonist,GC-A act
CC(C(=O)NCCc1ccc(F)cc1)N1CCN(Cc2ccccc2)CC1 (stereo unspecified),-1.5,1,-3,0.2,4,0.6,-0.3,-4,-1.8,-0.7,5
Cc1ccc(-c2nc(NC(=O)CSc3nnnn3-c3ccccc3)ns2)cc1,-1.0,-2,-13,1.0,3,1.2,-0.3,0,-0.6,-0.7,15
O=C(COC(=O)c1ccc(O)cc1)Nc1ccc(OC(F)F)cc1,-2.4,-3,-2,0.2,-8,3.2,0.3,-5,2.1,-1.8,2
C/C(=C\C(=O)OCC(=O)NCc1ccccc1)C(=O)OCC(=O)NCc1ccccc1,-1.4,4,-4,1.3,8,1.2,-0.4,-2,1.9,-1.1,-2
Cc1ccc2ncnc(NCCC(=O)O)c2c1,-0.6,3,0,-1.3,-4,0.5,-0.6,2,-1.9,3.4,1
O=S(=O)(Oc1ccccc1/C=N/n1cnnc1)c1ccccc1,-1.7,3,2,-0.3,-4,0.2,-0.2,1,1.1,-3.0,-3
COC(=O)c1cc2c(ccn2-c2ccc(F)cc2)n1Cc1ccc(OC)cc1,-0.3,3,-20,4.7,-5,0.4,-0.1,-5,2.6,-2.5,0
O=[N+]([O-])c1ccc(Oc2ccc(C(F)(F)F)cn2)cc1,-1.3,2,4,2.0,5,0.1,0.8,-2,0.9,-0.1,2
O=C(CN1C(=O)NC2(CCOc3ccccc32)C1=O)c1ccc[nH]1 (stereo unspecified),0.0,1,-2,2.6,-6,0.3,0.3,-2,0.3,4.4,2
Cc1ccc(NC(=O)C(=O)NCCc2c[nH]c3ccccc23)cc1C,-1.0,-6,-39,1.5,2,-1.6,0.1,-3,0.8,-1.1,-2
COc1ccc(OCc2nnc(SCC(N)=O)n2N)cc1,-0.9,-4,11,1.9,-2,-1.2,0.8,1,-1.5,-0.8,-3
O=C1c2cccc3cccc(c23)C(=O)C1(O)O,-1.1,4,-1,0.0,-5,0.6,-0.1,-2,1.2,5.8*,0
S=C(Nc1ccc(Cl)cc1)OC1CCC12CCC(c1ccccc1)CC2 (stereo unspecified),-1.2,6,-1,3.9,6,/,0.0,2,/,-0.3,2
COc1ccc(Nc2cc3n(c(=O)n2)CCc2cc(OC)c(OC)cc2-3)cc1,-1.4,20,6,-4.8,-228,-1.4,-0.1,7,1.4,-4.4,13
COC(=O)CN1C(=O)CC(C)(C)Sc2ccccc21,-0.7,3,5,4.0,-5,0.8,0.3,-2,0.9,0.0,4
COc1ccc(Cc2n[nH]c(=S)n2-c2ccc3c(c2)OCCO3)cc1,-1.0,0,5,1.8,-8,1.6,-0.5,-2,-1.2,-0.8,4
Nc1ccc(-c2cnc(-c3ccc(N)cc3)nc2)cc1,0.6,-10,2,10*,-49,-3.4,1.8,2,-3.8,4.5,-2
O=C(O)CC(c1ccccc1)N1C(=O)c2ccccc2C1=O (stereo unspecified),-0.9,-1,18,-1.1,-2,-0.8,0.6,-6,3.4,-0.4,2
CCCC(c1nnnn1CCc1ccccc1)N1CCC(C(N)=O)CC1 (stereo unspecified),-1.3,-6,-3,-1.6,-11,-0.9,0.8,0,0.9,-1.0,0
O=C(COC(=O)CN1C(=O)C2CCCCC2C1=O)Nc1cc(F)ccc1F (stereo unspecified),-1.0,-7,1,-0.8,-1,1.7,0.8,-3,1.8,-0.3,3
CN(Cc1ccco1)C(=O)c1ccc(OC2CCN(Cc3ccccn3)CC2)cc1,-0.8,1,7,2.0,-5,0.1,1.0,1,0.0,-1.6,0
COc1ccc(CCNC(=O)NS(=O)(=O)c2ccc(C)cc2)cc1OC,-0.8,8,-1,-1.2,2,-0.9,0.4,0,2.4,-1.4,3
CN(C1CCCCC1)S(=O)(=O)c1ccc(S(=O)(=O)N2CCN(C(=O)c3ccccc3F)CC2)cc1,-1.3,-3,4,2.5,0,1.1,-0.4,-1,-0.4,-0.1,2
CCOC(=O)N1CCN(C(=O)CS(=O)(=O)c2cn(Cc3ccc(Cl)cc3)c3ccccc23)CC1,-1.3,-14,-14,-1.8,5,-1.2,-0.2,1,-2.0,-2.3,-11
COc1cccc(CN(C)C(=O)C2CCN(S(=O)(=O)c3ccc(C)cc3)CC2)c1OC,-1.3,-8,-2,-1.0,-3,1.5,-0.3,-1,0.6,0.7,-11
O=C(COC(=O)c1cn(-c2ccccc2)nc1-c1ccc(F)cc1)Nc1ncc(Cl)cc1Cl,-1.5,3,3,3.2,-17,-0.2,-0.8,-3,1.9,1.8,-3
Cc1c(Cl)cccc1N1C(=O)CC(N(O)c2ccccc2)C1=O (stereo unspecified),-1.3,11,-3,-0.7,-10,0.2,-0.7,-2,-2.0,-1.8,3
CCOc1ccccc1CNC(=O)CCNS(=O)(=O)c1ccc2[nH]c(=O)oc2c1,-0.6,-4,-14,-1.8,1,-0.3,1.4,-1,-1.6,1.1,-2
COc1ccc(C(=O)Nc2cccc(N(C)S(C)(=O)=O)c2)cc1OC,0.3,5,0,4.7,2,0.7,0.8,7,4.3,2.3,5
COc1ccc(/C=C/c2nnc(NC(=O)C(C)C)s2)cc1,-1.5,-11,1,-2.0,-139,3.0,0.4,-4,3.3,-1.0,-5
COCCNC(=O)CSc1ccccc1C(=O)NCC1CCCCC1,-1.1,2,4,-1.4,-12,6.6*,-0.2,-4,0.3,0.6,1
CCCCCCCCCC(=O)Nn1cnc2ccccc2c1=O,-0.8,3,-11,-0.4,-3,-0.3,-0.1,-2,1.9,-0.3,2
Cc1cc(C)n(-c2nc3ccccc3c(=O)n2OCC(=O)Nc2c(C)cccc2C)n1,-1.2,7,-2,-0.4,4,1.2,-0.8,1,-1.7,-1.4,-1
COc1ccccc1N1CCN(C(=O)Cn2nnc(-c3cccs3)n2)CC1,-1.3,0,1,0.0,-4,-0.9,0.1,-4,-0.5,-1.4,5
CC1=NN(C(=O)Cn2nc([N+](=O)[O-])cc2C)C(O)(C(F)(F)F)C1 (stereo unspecified),-1.5,6,-1,-4.3,5,-0.6,0.4,-1,3.4,-0.8,0
CCCS(=O)(=O)NC(=O)C1(C)CCCN(C(=O)COCc2ccccc2)C1 (stereo unspecified),-0.6,2,0,1.7,2,/,0.0,4,-1.0,0.7,-1
Cc1c(NC(=O)CSCc2ccccc2)cccc1C(=O)O,-0.6,3,0,1.1,5,0.3,0.0,2,1.0,2.8,3
CCOC(=O)Cc1nnc(Nc2cccc(O)c2)c2ccccc12,-1.6,2,-47,-0.6,-3,0.7,0.0,0,2.0,-1.5,3
Cn1c(SCC(=O)N2CCOCC2)nc2cccnc21,-0.9,3,2,0.0,-5,-0.6,-0.1,-1,-0.1,0.3,2
Cc1ccc2oc(C(=O)NC3CCS(=O)(=O)C3)cc(=O)c2c1 (stereo unspecified),-1.2,-7,5,1.2,-21,-1.3,0.3,4,0.2,-0.8,5

# Sorted by value in SMARCA2 act (falling): some entries from above
Structure	SMARCA2 act
COc1ccc(CCNC(=O)NS(=O)(=O)c2ccc(C)cc2)cc1OC	0
COc1cccc(CN(C)C(=O)C2CCN(S(=O)(=O)c3ccc(C)cc3)CC2)c1OC	-1
COc1ccc(/C=C/c2nnc(NC(=O)C(C)C)s2)cc1	-4

# Next compounds follow:
SMILES,ssDAF12 agonist,GC-B act,sPLA2-III inh,hgDAF12 agonist,ADAM10 inh,DAX1 inh-1,DAX1 inh-2,SMARCA2 act,FXN GAA850 act,hcDAF12 agonist,GC-A act
Cc1ccc2cc(CNC[C@H]3O[C@@H](n4cc(C)c(=O)[nH]c4=O)C[C@@H]3O)c(N3CCOCC3)nc2c1,-0.8,3,-1,3.0,-42,0.3,0.5,-1,1.4,-0.8,-2
O=C(c1ccco1)N1N=C(c2ccc(Cl)cc2)CC1(O)C(F)(F)F (stereo unspecified),-2.0,8,-21,-1.8,4,0.1,-0.5,-4,-0.7,-1.6,6
CCOC(=O)C1CCN(C(=O)c2cccs2)CC1,-1.3,-1,2,-4.1,1,-0.3,0.7,1,0.2,-1.9,3
CCN(CC(=O)NCc1ccncc1)S(=O)(=O)c1ccc(OC)cc1,-0.7,2,3,-0.7,-4,-0.1,0.2,-3,-0.8,-0.7,4
O=C(c1cc(COc2ccc(F)cc2Cl)on1)N1CCSCC1,-0.7,-2,-2,4.8,5,1.1,3.5,3,10*,2.4,8
CC(=O)NC(CC(=O)OCC(=O)N1CCN(S(=O)(=O)c2ccc(Cl)cc2)CC1)c1ccccc1 (stereo unspecified),-1.0,0,-5,3.0,3,0.1,-1.1,2,0.3,-2.4,2
CCOc1cc(/C=N/N=C2/NC(=O)C(CC(=O)O)S2)ccc1OCc1ccc(Cl)cc1 (stereo unspecified),-1.1,4,-20,-1.6,3,0.8,-0.4,1,1.1,-0.4,-1
NC(=O)c1ccc(NC(=O)CSc2nnc(-c3ccc4c(c3)OCO4)o2)cc1,-0.7,-3,1,0.3,2,2.2,1.0,1,1.7,1.0,1
CCOC(=O)C(CC)/C(C)=N\NC(=O)c1ccccc1O (stereo unspecified),0.2,1,6,7.2,-13,1.3,1.6,0,2.7,4.9,-4
COc1ccc(C(C(=O)Nc2c(C)cccc2C)N2CCN(C)CC2)cc1 (stereo unspecified),-1.5,8,3,3.1,-15,/,0.5,-2,/,-1.2,2
Cc1cccc2nc(CSc3ccccc3N)cn12,0.7,-1,-7,7.6,-2,3.3,2.2,6,2.6,4.0,-2
O=C(c1ccc(-n2cncn2)c([N+](=O)[O-])c1)N1CCN(S(=O)(=O)c2ccc(Br)cc2)CC1,-1.6,2,-9,-3.7,-8,-0.9,-1.7,-1,0.4,-1.4,-3
Cc1nc2nc(COc3ccccc3)[nH]n2c(=O)c1Cc1ccccc1,-1.0,3,-4,-1.7,4,-1.2,0.1,-3,-1.9,0.2,0
COc1ccc(-c2nc(CN(Cc3cnn(C)c3)C(C)C)c(C)o2)c(OC)c1,-0.3,2,-1,3.2,-5,-0.7,-0.1,-4,1.3,1.1,1

# Screens: PubChem BioAssay, several laboratories
